SMN2 splice up – SMN2 splice variant enhancement. HEK293 SMN2-luciferase splicing reporter, luminescence, 30-36 h. Potency, µM (titrated, usually from 46.1 µM), without a hit: at the top dose activity change, positive = activation, most hits filed as activators. 210,000 compounds, 2.8% hits. AID 1458; note: % of control where 0% means no effect; nearly all actives have a fitted effect of over 55% in size
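qHTS luciferase splicing reporter: luminescence rises when SMN2 exon 7 is included in transfected HEK293 cells. Compound exposure lasted 30-36 h at 37C, with 4.5 mM final sodium butyrate as control, followed by a ONE-Glo read.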
GoLoco inh red – blocks human Gai1 binding to RGS12 GoLoco peptide, red readout; Potency, µM (titrated, usually from 61.6 µM), without a hit: at the top dose activity, negative = inhibition, actives largely listed as inhibitors; P63096; 230,000 compounds, 0.44% hits; Gai1:RGS12 GoLoco peptide FP, rhodamine, 10 min; active = well fitted inhibition curve with a large enough effect, not every such curve was filed as active; inactive = no such curve, though single readings can be large or run the other way; note: % is set by controls: 0 for no effect and ±100 for the full control effect; nearly all actives have a fitted effect of over 30% in size; many of its hits are not listed in these tables
Target sequence (P63096 whole entry, looked up): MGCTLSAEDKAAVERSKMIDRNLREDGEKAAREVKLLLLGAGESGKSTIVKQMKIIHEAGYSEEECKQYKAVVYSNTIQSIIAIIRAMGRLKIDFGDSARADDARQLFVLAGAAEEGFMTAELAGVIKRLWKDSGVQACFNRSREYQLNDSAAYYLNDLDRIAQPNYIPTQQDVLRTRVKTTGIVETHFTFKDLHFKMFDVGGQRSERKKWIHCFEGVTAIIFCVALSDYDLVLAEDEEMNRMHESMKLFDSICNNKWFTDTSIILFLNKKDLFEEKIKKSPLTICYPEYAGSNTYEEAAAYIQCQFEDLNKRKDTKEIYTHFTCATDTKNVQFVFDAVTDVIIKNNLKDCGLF
TexasRed fluor – alters Texas Red total fluorescence, flagging assay interference. Potency, µM (top dose mostly 106 µM), for inactives: top-dose fluorescence change, negative = quenching. TRb/SRC2 Texas Red total fluorescence interference. 280,000 compounds, 0.29% hits. AID 1479; active = well fitted curve in either direction with a large enough effect; inconclusive = small, poorly fitted or top-dose-only effect; note: % is set by controls: 0 for no effect and ±100 for the full control effect
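Human TRβ ligand-binding domain (0.6 uM) and Texas Red SRC2 peptide (20 nM) in Tris buffer with 1 uM T3 and 5% DMSO were incubated with pinned compound for 5 hr at ambient temperature. Total fluorescence was computed as S + 2P (555/632 nm).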
JMJD2E inh – blocks human JMJD2E demethylase activity | Potency, µM (top dose mostly 57.1 µM), inactives show at the top dose activity change, negative = inhibition, hits mostly inhibitors | B2RXH2 | JMJD2E catalytic domain, FDH-coupled NADH fluorescence (FDH is formaldehyde dehydrogenase) | AID 2147 | 230,000 compounds, 1.6% hits; active = well fitted inhibition curve with a large enough effect, not every such curve was filed as active; inconclusive = small, poorly fitted or top-dose-only effect, or another doubt; inactive = no such curve, though single readings can be large or run the other way;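 note: 0% = wells with enzyme and -100% = buffer wells without enzyme; nearly all actives have a fitted effect of over 50% in size; many of its hits are not listed in these tables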
TRb-SRC2 inh – TRbeta-SRC2 interaction inhibition | P10828 | TRbeta-SRC2 peptide binding, fluorescence polarization; receptor liganded with 1 µM T3 | Potency, µM (highest dose often 106 µM), for the others: top-dose activity change, negative = inhibition, usual class: inhibitors | 280,000 compounds, 0.065% hits;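 note: plate controls were bound peptide for no effect and peptide without receptor for full effect; nearly all actives have a fitted effect of over 50% in size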
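Human TRb LBD (0.6 uM) plus Texas Red-labeled SRC2 peptide (20 nM), 1uM T3, 5% DMSO, 5 hr at ambient temperature. Decreased polarization (555/632 nm) flags inhibition; data normalized to free and bound peptide controls.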
RECQ1 inh – inhibitors of human RECQ1 DNA helicase; P46063; RECQ1 DNA unwinding, red fluorescence kinetic read; Potency, µM (series often up to 57.3 µM), inactives show at the top dose activity, negative = inhibition, actives largely listed as inhibitors; 240,000 compounds, 0.54% hits; AID 2549;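 note: plate controls were vehicle for no effect and no enzyme for full effect; nearly all actives have a fitted effect of over 30% in size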
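RECQ1T1 50 nM; forked duplex (20 bp + 30-nt ss tails) 200 nM, ATP 2 mM final; pH 8.0, 2 mM MgCl2, 2.5 ug/ml poly(dI-dC); 15 min compound preincubation; discontinuous kinetic read over 2 h at RT.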
ALDH1A1 block – blocks purified human ALDH1A1 activity | AID 1030 | P00352 | Potency, µM (top dose mostly 75.3 µM), inactives show top-dose activity, negative = inhibition, most hits filed as inhibitors | Purified ALDH1A1, NADH fluorescence, propionaldehyde substrate | 220,000 compounds, 7.3% hits; active = well fitted inhibition curve with a large enough effect, not every such curve was filed as active; inconclusive = small, poorly fitted or top-dose-only effect, or another doubt; inactive = no such curve, though single readings can be large or run the other way;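 note: plate controls were no enzyme wells and a reference inhibitor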
Target sequence (P00352 whole entry, looked up): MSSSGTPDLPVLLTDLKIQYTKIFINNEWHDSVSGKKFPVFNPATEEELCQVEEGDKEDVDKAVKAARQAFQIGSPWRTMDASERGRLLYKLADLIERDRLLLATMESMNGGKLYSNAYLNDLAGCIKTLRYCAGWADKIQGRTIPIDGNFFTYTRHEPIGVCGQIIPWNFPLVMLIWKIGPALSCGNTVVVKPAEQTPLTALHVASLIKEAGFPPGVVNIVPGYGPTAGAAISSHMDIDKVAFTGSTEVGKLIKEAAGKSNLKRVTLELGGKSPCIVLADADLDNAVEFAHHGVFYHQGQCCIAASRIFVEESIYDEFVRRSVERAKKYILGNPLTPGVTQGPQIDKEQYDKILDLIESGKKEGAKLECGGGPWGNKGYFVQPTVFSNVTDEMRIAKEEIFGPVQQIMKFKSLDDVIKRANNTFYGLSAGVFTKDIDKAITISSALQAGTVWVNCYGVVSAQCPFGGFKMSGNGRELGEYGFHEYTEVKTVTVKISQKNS
Lamin A splicing – LMNA splicing modulation | HeLa LMNA splicing GFP/RFP minigene ratio, 48 h | Potency, µM (highest dose often 46.1 µM), for the others: at the top dose ratio change, negative = inhibition, most hits filed as inhibitors | 200,000 compounds, 0.01% hits | AID 1487; active = well fitted inhibition curve with a large enough effect in the signal ratio, with a control signal flat, not every such curve was filed as active; inconclusive = small, poorly fitted or top-dose-only effect, or effect the other way, or a change in a side signal; the % refers to the signal ratio; note: % is set by controls: 0 for no effect and ±100 for the full control effect
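S3 HeLa stable clones carrying a lamin A-EGFP splicing minigene plus DsRed2 were seeded at 600 cells/well in Opti-MEM with 2% FBS, pin-dosed and incubated 48 h at 37°C. Acumen cytometry (488 nm) gave the GFP/RFP total-intensity ratio.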
* = called active by the depositor; i = inactive; ? = inconclusive; · = no result given; & = joins results of further samples; [ ] = another dose, or the depositor's remark. Unless noted, calls come from the whole dose curve; as a rule, active = well fitted curve in the direction sought with a large enough effect; inconclusive = small, poorly fitted or top-dose-only effect, or another doubt; inactive = no such curve, though single readings can be large; an effect the other way counts as inactive or inconclusive. Potency is the fitted concentration of half-maximal effect.

SMILES	SMN2 splice up	GoLoco inh red	TexasRed fluor	JMJD2E inh	TRb-SRC2 inh	RECQ1 inh	ALDH1A1 block	Lamin A splicing
COc1ccc(C2CC(=O)Oc3cc(O)ccc32)cc1 (stereo not drawn)	·	4%[88.7 µM]	-6%	·	-1%	-2%[81.1 µM]	-1%[120 µM]	·
CN(c1ccccc1)S(=O)(=O)c1cccc(NC(=O)CN2CCc3ccccc3C2)c1	-21%	12%	0%	?	0%	-8%	-6%	?
N#C/C(=C/c1ccc(Br)o1)C(N)=S	·	9%	-2%	?	-2%	-26%	·	·
CNC(=O)CCN(Cc1ccco1)S(=O)(=O)c1ccc(OC)c(OC)c1	·	3%	0%	-1%	1%	-1%	·	·
COc1cccc(-c2ccc3ncnc(NCc4cccnc4)c3c2)c1	·	-2%	·	·	·	-6%	?	?
Cc1ccc2oc(=O)n(CCOc3ccccc3C)c2c1	·	25%	-2%	-17%	-2%	-2%	-5%	?
CCOc1ncccc1C(=O)OCC(=O)Nc1cc(S(=O)(=O)N(CC)CC)ccc1C	·	9%	-4%	0%	-2%	i	-15%	·
CCSc1nnc(NC(=O)C(C)C)s1	1%	4%	0%	-4%	-5%	-8%	-5%	0%
CCOC(=O)c1cc(C)[nH]c(=O)c1C#N	·	-1%	-3%	?	3%	-3%	·	·
N#C/C(=C\c1ccc([N+](=O)[O-])cc1)c1nc(C2CC2)cs1	-3%[1.84 µM]	6%	0%	-7%	2%	-4%	-1%	-7%
C/C(=N\NC(=O)c1ccc(N2CCCC2=O)cc1)c1ccncc1	·	3%	-3%	-2%	4%	i	·	·
CC(=O)Cc1cc(=O)c2c(C)cc(O)c(C3OC(CO)C(O)C(O)C3O)c2o1 (stereo not drawn)	·	0%	4%	?	0%	i	·	·
CCc1ccc2nc3c(c(C(=O)O)c2c1)CCC3	0%	-15%	-1%	0%	12%	-11%	?	8%
Cn1cc(SCC(=O)NCc2ccc(F)cc2)c2ccccc21	-29%	6%	-1%	-3%	-2%	-5%	0%	23%[9.22 µM]
Cc1nc2ccccc2n1S(=O)(=O)c1ccc(S(=O)(=O)N2CCCCCC2)cc1	3%	1%	-4%	2%	3%	-11%	5%	5%
CCSc1cc(N2CC(C)OC(C)C2)nc(-c2ccccc2Cl)n1 (stereo not drawn)	-29%	-7%	0%	-7%	9%	-8%	?	-20%
CN/C(=C\[N+](=O)[O-])NCCSCc1csc(CN(C)C)n1	-9%[20.6 µM]	5%[21.6 µM]	-1%[53 µM]	4%[25.5 µM]	1%[53 µM]	i	2%[20.9 µM]	?
Cc1ccc(S(=O)(=O)N[C@H](C(=O)N2CCC3(O)CCCCC3C2)c2ccccc2)cc1 (stereo partly drawn)	-12%	3%	-1%	-1%	6%	-7%	?	-3%[0.0737 µM]
CCC(C)NC(=O)CSc1nc2ccsc2c(=O)n1NC(=O)c1ccccc1 (stereo not drawn)	12%	9%	0%	-3%	-8%	-10%	-2%	-6%
CC(=O)n1c2ccccc2c2ccccc21	10%	5%	-1%	7%	4%	-14%	16%	7%
COc1ccc(C(=O)CSc2cc(C)nc3nc(C)nn23)cc1OC	-11%	0%	1%	-10%	-2%	3%	?	-20%
CCCCC[n+]1ccn(-c2nc3ccccc3nc2[N-]S(=O)(=O)c2ccc(C)cc2)c1	9%	-12%	0%	?	-8%	-14%	?	1%
CC(Oc1cccc(Cl)c1)C(=O)Nc1ccc([N+](=O)[O-])cn1 (stereo not drawn)	0%	5%	0%	-1%	-3%	-10%	9%	3%
CCOC(=O)N1CCN(C(=O)Nc2ccc3nc(C)c(C)nc3c2)CC1	-4%	-10%	-10%	?	-5%	15%	?	4%
O=C(c1ccc([N+](=O)[O-])cc1)N1CCSC1c1ccccc1Cl (stereo not drawn)	-1%	-4%	-1%	?	2%	24%	-2%	?
Nc1cc(OCC(F)(F)F)cc(OCC(F)(F)F)c1	20%	3%	-1%	-12%	6%	-9%	?	18%[46 µM]
Cc1cccc(N2C(=O)c3ccc(C(=O)Nc4c[nH]c(=O)[nH]c4=O)cc3C2=O)c1	·	-3%	-2%	-4%	2%	9%	·	·
Cc1ccc(S(=O)(=O)/N=C(\c2ccc(F)cc2)n2c(C)nc3ccccc32)cc1	?	-9%	0%	1%	-5%	-5%	15%	-2%
CC(=O)OC[C@H]1O[C@H](CCO/N=C(\C)CCN2CCCc3nc(C)c(C)cc32)C=C[C@@H]1OC(C)=O	-8%	28%	4%	?	8%	i	?	-5%
O=C(CSc1nc2ccccc2[nH]1)Nc1ccc2c(c1)CCC2	-10%	21%	3%	2%	-7%	i	?	?
CCC(C(=O)NC1CCCC1)N(Cc1cccs1)C(=O)Cn1nnc(-c2ccc(OC)c(OC)c2)n1 (stereo not drawn)	9%	2%	-2%	-8%	-4%	-6%	?	-5%
CC(C)N(C(=O)COC(=O)[C@@H]1CC(O)CN1S(=O)(=O)c1ccc(C(C)(C)C)cc1)C(C)C (stereo partly drawn)	-3%	1%	0%	3%	0%	-5%	8.9µM*	-11%[46 µM]
COCCCN(C(=O)c1cccnc1SC)c1c(N)n(Cc2ccccc2)c(=O)[nH]c1=O	8%	6%	2%	1%	-3%	i	4%	11%
Cc1cccc(S(=O)(=O)Nc2nc3ccccc3nc2NCC2CCCO2)c1 (stereo not drawn)	·	2%	-1%	?	-5%	-16%	?	·
Cc1cc(C)nc(SCc2cc(=O)c(OC(=O)c3ccc(Cl)c([N+](=O)[O-])c3)co2)n1	6%	-3%	-1%	-6%	3%	-1%	4%	-9%
CCCCN(CC)CCNC(=O)C1c2cc(OC)c(OC)cc2C(=O)N2CCc3ccccc3C12 (stereo not drawn)	4%	-4%	-3%	-7%	-10%	-12%	0%	7%[0.0737 µM]
Oc1ccc(Nc2nc(-c3ccc4ccccc4c3)cs2)cc1	25%	9%	-12%	?	0%	-5%	?	?
Cc1cccc(N(CC(N)=O)C2SC(=O)N(c3ccccc3)C2=O)c1 (stereo not drawn)	13%	5%	-2%	-11%	-1%	-3%	-15%	1%
COc1ccccc1N1CCN(C(=O)c2cc3c(s2)CCC3)CC1	-15%	-4%	-7%	7%	-6%	-7%	20µM*	-1%
COc1ccc2c(c1)c(CC(=O)OCC(=O)O)c(C)n2C(=O)c1ccc(Cl)cc1	5%	1%	-8%	-4%	-1%	-2%	8%	19%[46 µM]
O=C(CCCn1c(=O)oc2ccccc21)NC1CCCCCC1	·	1%	-3%	-3%	0%	-1%	3%	·
CC(=O)Nc1ccc(NS(=O)(=O)c2ccc(Cl)s2)cc1	1%&3%	14%	-2%&6%	-3%	2%&1%	21%	0%	·
NC(=O)c1ccc(C(=O)c2ccc([N+](=O)[O-])cc2)cc1	6%	15%	0%	5%	5%	-6%	8%	?
Oc1ccccc1Nc1ncnc2c1oc1ccccc12	-1%	8%	-2%	-11%	-2%	0%	12%	1%
COC(=O)C1=C(C)NC(=S)N(C(C)=O)C1c1ccc(OC)c(OC)c1 (stereo not drawn)	12%	14%	-5%	-5%	-1%	-5%	-13%	-1%
COc1ccc(CNC(=O)c2cccc(S(=O)(=O)N3CCN(C)CC3)c2)cc1	-17%	20%	-1%	5%	1%	0%	6%	·
COc1ccc2oc(C)c(C(=O)NN)c2c1	-18%	-22%	-10%	-1%	3%	-10%	1%	-1%
COc1ccc(CNC(=O)NCc2ccc(OC)c(OC)c2)cc1OC	-4%	-5%	-2%	8%	-3%	15%	?	13%
C=CCSc1nc2sc(C)c(C)c2c(=O)n1CC=C	-14%	-3%	3%	7%	-5%	-13%	?	?
O=C(Cc1ccc(-n2c(=S)[nH]c3ccccc3c2=O)cc1)N1CCC(N2CCCCC2)CC1	-16%	12%	1%	-7%	-19%	0%	?	4%
Next part:
SMILES	SMN2 splice up	GoLoco inh red	TexasRed fluor	JMJD2E inh	TRb-SRC2 inh	RECQ1 inh	ALDH1A1 block	Lamin A splicing
CN(c1cccc(NC(=O)COc2ccccc2)c1)S(C)(=O)=O	?	-4%	3%	0%	-17%	-1%	-8%	13%
COCCCNC(=O)c1cccn2c(=O)c3cc4ccccc4cc3nc12	-33%[inhibitor]	4%	-14%	?	-13%	-1%	-11%	?
CC[C@]1(C)CC(=O)NC1=O	6%[20.6 µM]	6%[21.6 µM]	-1%	-4%[25.5 µM]	-5%	i	-1%[20.9 µM]	-1%
CCCn1nnnc1NCc1c(Cl)cccc1Cl	28%	10%	-4%	-3%	4%	i	7%	4%[46 µM]
O=c1oc2ccccc2c(Nc2ccccc2)c1CN1CCCCC1	·	4%	2%	5%	-2%	-8%	·	·
CSc1nnc(C(C)(C)C)c(=O)n1/N=C/c1ccccc1	·	0%	-1%	1%	2%	-2%	·	·
COc1ccc(S(=O)(=O)n2ccc(-c3ccc(OCCN(C)c4ccccn4)cc3)n2)cc1	-36%[inhibitor]	19%	-1%	-20%	7%	i	?	15%
CC(C)CN(C(=O)COC(=O)c1cc2c(s1)CCC2)C1CCS(=O)(=O)C1 (stereo not drawn)	-3%	5%	-8%	?	3%	?	1%	-2%
COC(=O)c1ccccc1S(=O)(=O)N1CCc2nc(-c3ccccc3)c3c(c2C1)CO[C@@H](C)C3	-4%[9.22 µM]	13%[14.2 µM]	-2%[11.2 µM]	-3%[11.4 µM]	-5%[11.2 µM]	i[11.5 µM]	?	-2%[9.22 µM]
COC(=O)CN1C(=O)C2(OCCCO2)c2cc(Br)ccc21	-1%	0%	0%	3%	4%	-7%	-2%	7%
Cc1ccc2nc(CSc3nnc(Nc4ccccc4F)s3)cc(=O)n2c1	7%	7%	?	-4%	-3%	-21%	-5%	-4%
Cc1ccc2c(CC(=O)NC3CCCc4ccccc43)coc2c1 (stereo not drawn)	7%	10%	-1%	14%	3%	-15%	?	-20%

Screening data as filed in PubChem.

Not all compounds are listed (hit frequency here may not be typical).
